NCI-60 one-dose screen, 48 h, at 10 µM unless noted. Numbers give growth in % (100 = growth as untreated, 0 = no growth, -100 = all killed).
HL-60(TB): HL-60(TB) leukemia cells. actives 9% (n = 78,000); active = growth percent below 10
Numbers without * were called inactive; & = joins results of further samples; [ ] = dose if it differs, or a comment.

No.	mol	HL-60(TB)
1	CN1C2CC(c3ccccc3)=NN(C(N)=O)C2C2CC(c3ccccc3)=NN(C(N)=O)C21 (stereo unspecified)	82.6
2	CCOC(=O)CN1CCSC1=NC(=O)c1ccc(Cl)cc1	101.0
3	O=C1C(c2cccc3ccccc23)=C(c2c[nH]c3ncccc23)C(=O)N1O	94.4
4	COc1ccc(-c2nc3cc(/C=N/c4nc5ccc(N6CCN(C)CC6)cc5s4)ccc3s2)cc1	102.7
5	CC[N+](C)(CC)CC[N+]1(C)CCCCCCC1	97.3
6	COc1cccc(C=C2C(=O)NC(=S)NC2=O)c1O	102.3
7	Cc1ccc(NC(=O)Oc2ccc(C#N)cc2)c(C)c1	96.1[100 µM]
8	Nc1c(C(=O)c2ccccc2)sc2nc(-c3cccs3)cc(C(F)(F)F)c12	104.2
9	CCOC(=O)C1=C(C)NC(SCc2nnc(-c3ccc(C)cc3)o2)=NC1c1ccc(F)cc1 (stereo unspecified)	74.8
10	N#Cc1cccc(N)c1	105.8&101.2
11	CC(=O)NS(=O)(=O)OC[C@H]1O[C@@H](n2cnc3c(N)ncnc32)[C@H](O)[C@@H]1O	84.2
12	CCOC(=O)c1c(NC(=S)Nc2ccc([N+](=O)[O-])cc2)nn(C)c1Nc1ccccc1	91.6
13	C[C@H](CCC(=O)NCC(=O)NCc1ccc(C(=O)NO)cc1)[C@H]1CC[C@H]2[C@@H]3[C@@H](O)C[C@@H]4C[C@H](O)CC[C@]4(C)[C@H]3CC[C@]12C	108.5
14	CCC1CN1P(=O)(N1CCCC1)N1CC1CC (stereo unspecified)	119.9
15	COc1cc(-c2c(C#N)c(-c3cccs3)nc3c2c(-c2ccccc2)nn3-c2ccccc2)ccc1O	99.3
16	COc1cccc(-c2nc3occn3c2-c2ccnc(NCCCNS(=O)(=O)c3cccc4ccccc34)n2)c1	111.8
17	CCCc1cc(=O)[nH]c2nncn12	87.4
18	CCOC(=O)c1ccccc1OC(=O)Oc1ccccc1C(=O)OCC	115.9
19	N#CC1C(=O)NC(=O)CC12CCCCC2 (stereo unspecified)	96.2&104.1
20	Cc1ccc(CCCC(=O)O)cc1	72.8
21	Cc1ccc(S(=O)C(c2ccccc2)c2ccccc2)cc1 (stereo unspecified)	89.1
22	COc1c(C)cc([N+](=O)[O-])c(C(C)(C)C)c1[N+](=O)[O-]	99.2
23	O=C1c2ccccc2C(=O)N1CC#CCN1C(=O)c2ccccc2C1=O	65.7
24	CCCCCCCCCCOC(=O)c1nn(C(C)=O)c2ccccc12	113.2
25	O=C(NCCCO)c1cn(Cc2ccccc2)c2ccc(OCCCO)cc12	100.5
26	O=C1CC(c2ccc3c(c2)OCO3)c2snc(-c3cccc(F)c3)c2N1 (stereo unspecified)	82.3
27	Nc1ccc([N+](=O)[O-])c(C(F)(F)F)c1	156.2
28	OCc1cc(Cl)cc(CO)c1O	127.5
29	N=c1oc2ccccc2cc1-c1nc(-c2cc3cc(Br)ccc3o2)cs1	238.3
30	Cc1cccc(/C=C(\C#N)C(=O)c2ccccc2)c1	100.6
31	COc1cc(-c2cc(-c3cc4c([nH]c5ccccc54)c(-c4cc(OC)c(OC)c(OC)c4)n3)cc(-c3ccccc3)n2)cc(OC)c1OC	30.9
32	CC(=O)OC(C(=O)NC(C(=O)O)C(C)C)c1ccccc1 (stereo unspecified)	108.1
33	CS(=O)(=O)N1CCN(c2ncc([N+](=O)[O-])c(N3CCN(S(C)(=O)=O)CC3)n2)CC1	99.3
34	Nc1nc(-c2cccnc2)nc2c1sc(=S)n2-c1ccccc1	99.3
35	O=c1ccc2nc(-c3ccccc3)nn(-c3ccccc3)c-2c1	-45.5*
36	CCn1c(C2=C(c3c(O)c4ccccc4c(=O)n3CC)C(=O)c3ccccc3C2=O)c(O)c2ccccc2c1=O	139.4
37	C1CCC2CNCC2C1 (stereo unspecified)	103.2
38	O=C(CN1CCN(c2cc(=O)n(-c3ccccc3)c3ccccc23)CC1)Nc1ccccc1	76.5
39	C=C1CCC2C3(C)COC(c4cccs4)OC3CCC2(C)C1CC(Sc1ccccc1)C1=CCOC1=O (stereo unspecified)	19.4
40	Cc1ccc(-c2nc(C#N)c(NCCCN)o2)cc1	99.4
41	CC(OC(=O)Nc1ccccc1)C(=O)OC1CCCCC1 (stereo unspecified)	81.9&87.9
42	CCCCC(CC)(CC(=N)C(C)(C)C)c1ccccc1 (stereo unspecified)	96.8
43	CCN(CC)CCCC(C)Nc1ccnc2c(OC)cccc12 (stereo unspecified)	52.6
44	N#CC1=C(/N=C/c2ccccc2)Oc2c(ccc3ccccc23)C1c1ccccc1[N+](=O)[O-] (stereo unspecified)	100.4
45	C=C1CC[C@@H]2[C@](C)(COC(C)=O)[C@H](OC(C)=O)CC[C@@]2(C)[C@@H]1CC(NCc1ccccc1)C1=CCOC1=O (stereo partly specified)	-9.9*
46	Cc1c(C(=O)NCCc2ccc(N3CCCCC3)cc2)nn(-c2ccc(Cl)cc2Cl)c1-c1ccc(Cl)cc1	76.4
47	CCCCCCn1c(-c2ccc(C(=O)O/N=C(\N)c3ccc(OC)cc3)cc2)nc(-c2ccccc2)c1-c1ccccc1	-58.0*
48	CCN(CC)C(=N)N	90.2
49	COc1cc(/C=N/NC(=O)c2ccc(OCc3nc4ccc(C)cc4[nH]3)cc2)cc(OC)c1OC	33.5
50	CCOC(=O)c1nnc(-c2ccccc2)nc1Cl	184.6
51	COc1cc2oc(-c3cccc(C(=O)Nc4cccc([N+](=O)[O-])c4)c3)cc(=O)c2c(OC)c1OC	100.5
52	CC(C)CN1C(=O)/C(=C\C(=O)c2cc3ccccc3oc2=O)c2ccccc21	96.1
53	NC(CCCCOc1ccccc1)C(=O)O (stereo unspecified)	96.0
54	CC(C)(C)NCC(O)COc1c(Br)c(Br)c(Br)c2c1OC(C)(C)C2 (stereo unspecified)	-59.3*
55	O=c1[nH]c(-c2ccccc2)nc(CN2CCCCC2)c1O	84.4
56	CC(C)CSc1oc(-c2ccccc2)nc1S(=O)(=O)c1ccccc1	82.0
57	N#CC(C#N)=C(C#N)c1ccc(N)c(C(=O)O)c1	111.9
58	COc1ccc(-c2cc(-c3ccccc3)nn(CC(=O)NCCc3ccc(OC)c(OC)c3)c2=O)cc1	115.5
59	COCCOC(=O)Nc1c(Cl)cccc1Cl	100.1
60	O=C(O)c1ccc(NO)cc1	55.3

In the list so far, these contain a thiophene ring, fused or not.
No.	mol	HL-60(TB)
8	Nc1c(C(=O)c2ccccc2)sc2nc(-c3cccs3)cc(C(F)(F)F)c12	104.2
15	COc1cc(-c2c(C#N)c(-c3cccs3)nc3c2c(-c2ccccc2)nn3-c2ccccc2)ccc1O	99.3
39	C=C1CCC2C3(C)COC(c4cccs4)OC3CCC2(C)C1CC(Sc1ccccc1)C1=CCOC1=O (stereo unspecified)	19.4

Following part
No.	mol	HL-60(TB)
61	CCOc1ccc(-n2nc(C(=O)Nc3ccc(F)c(F)c3F)nc2-c2cc(OC)c(OC)c(OC)c2)cc1	81.5
62	N#Cc1c(-c2ccc(Cl)cc2)n(O)c2ccccc12	-0.3*
63	Cc1[nH]c(C(=O)Nc2ccc(C(N)=O)cc2NC(C)C)c(Cl)c1Cl	99.7
64	CC(=O)NS(=O)(=O)c1ccc(NCCc2c(C)nc3scc(-c4ccc(Cl)cc4)n3c2=O)cc1	100.7
65	CC1=C(C(=O)/C=C/c2ccccc2)C(c2ccccc2)NC(=S)N1 (stereo unspecified)	92.3
66	OC1CCc2ccccc2C1 (stereo unspecified)	89.6
67	O=C(Cn1c(=O)[nH]c2ccccc2c1=O)NCC(=O)N/N=C/c1ccco1	115.8
68	O=C1NNC(=NCC(=O)n2ccc3ccccc32)Nc2ccccc21	144.5
69	Cc1ccc(N=NN(C)C)cc1	92.6
70	CC1CCC2(CC1)SCC(=O)N2NC(=O)C1CC1 (stereo unspecified)	124.7
71	O=C(Nc1nc(-c2ccccc2)cs1)c1ccccc1CN1C(=O)c2ccccc2C1=O	97.7
72	CC(=O)OCc1ccc(C)cc1C	83.6
73	COC(=O)C(C)n1c(-c2ccc(C)o2)nc2cc3nc4ccccc4nc3cc21 (stereo unspecified)	104.9
74	C#CCOc1ccc(C2=NN(C3CC3)C3N=C(Cl)c4ncn(C5CC5)c4N23)cc1OCC#C (stereo unspecified)	98.7
75	O=[N+]([O-])c1nc2ccccc2[nH]1	109.4
76	COC(=O)[C@@]1(C)CC[C@]2(C)CC[C@]3(C)C(=CC(=O)[C@@H]4[C@@]5(C)CC[C@H](OC6C[C@@H](O)[C@@H](O)C(O)O6)C(C)(C)[C@@H]5CC[C@]43C)[C@@H]2C1 (stereo partly specified)	33.7
77	CC(C)(C)OC(=O)NC(C(=O)O)C1=CCC=CC1 (stereo unspecified)	96.9
78	COc1cc(C2=Nc3c(N)nc(N)nc3NC(c3cccc(Nc4ccnc5cc(C(F)(F)F)ccc45)c3)C2)cc(OC)c1OC (stereo unspecified)	63.2
79	COc1cc2c(c(OC)c1OC)-c1ccc(O)cc1[C@@H](NC(C)=O)CC2	-32.3*
80	OCCNC1CCCCC1	100.5
81	CCCOc1cnc(N)nc1	84.1
82	CC(=O)Nc1ccc(/C=N/NC(N)=S)cc1	106.2
83	O=c1[nH]nc(-c2ccc(Cl)cc2)cc1Cc1cccc([N+](=O)[O-])c1	108.7
84	O=C(/C=C/c1ccc(F)cc1)Nc1ncc(Cc2ccc(F)cc2)s1	-26.6*
85	CCN(CC)C(=O)Nc1ccc([N+](=O)[O-])cc1	106.7
86	O=C1C2C3CCC(O3)C2C(=O)N1CCO (stereo unspecified)	99.0
87	CS(=O)(=O)c1ccc(C(=O)N=Nc2c(O)[nH]c3ccc([N+](=O)[O-])cc23)cc1	102.7
88	CC(C#N)N1CCN(c2ccc(Cl)cc2)CC1 (stereo unspecified)	101.6
89	O=C(OCc1ncc(-c2ccc(C(F)(F)F)cc2)c(NC2CCCCCC2)n1)c1c(F)c(F)c(F)c(F)c1F	27.5
90	c1ccc(-c2c3c(nn2-c2ccccc2)CCc2cnoc2-3)cc1	58.8
91	CCn1c(SCC(=O)Nc2cc(C(F)(F)F)ccc2Cl)nc2ccccc2c1=O	19.3
92	N#Cc1c(Cl)nc(SCc2ccccc2)nc1-c1ccc(Cl)cc1	108.1
93	CC(=O)OCC1OC(OC(C)=O)C(NC(=O)NS(=O)(=O)c2ccc(CCNC(=O)c3ccc(Cl)cc3Cl)cc2)C(OC(C)=O)C1OC(C)=O (stereo unspecified)	101.4
94	COc1ccc(C2[C@@H](Cl)C(=O)N2c2cc(OC)c(OC)c(OC)c2)cc1Cl (stereo partly specified)	-30.3*
95	C=CCn1c(C)nc2cc(Nc3nc(N4CCCC4)nc4ccccc34)ccc21	88.5
96	CC(=O)Nc1nc(-c2n[nH]c(=S)n2-c2ccc(Cl)cc2)cs1	72.8
97	CCCCCCCCNc1ccc(Cl)cc1	102.0
98	C=C(CNCCc1ccc(O)cc1)[C@@H]1CC[C@]2(COC3CCCCO3)CC[C@]3(C)[C@H](CC[C@@H]4[C@@]5(C)CCC(NCCO)C(C)(C)[C@@H]5CC[C@]43C)[C@@H]12 (stereo partly specified)	-59.5*
99	CC(=O)NC1Oc2ccccc2-c2oc(=O)c(-c3ccccc3)cc21 (stereo unspecified)	99.2
100	O=C1CCCOc2ccccc21	142.1

4 neighbouring records out of the list so far, for reference:
No.	mol	HL-60(TB)
81	CCCOc1cnc(N)nc1	84.1
82	CC(=O)Nc1ccc(/C=N/NC(N)=S)cc1	106.2
83	O=c1[nH]nc(-c2ccc(Cl)cc2)cc1Cc1cccc([N+](=O)[O-])c1	108.7
84	O=C(/C=C/c1ccc(F)cc1)Nc1ncc(Cc2ccc(F)cc2)s1	-26.6*

(listing goes on)
No.	mol	HL-60(TB)
101	CCOC(=O)CC1CSC(Cc2cccc(F)c2)=N1 (stereo unspecified)	105.0
102	C[N+](C)(C)CCOC(=O)c1ccc(OCc2ccccc2)cc1	89.2
103	Clc1cccc(-c2cnn3cc(-c4ccccc4)cnc23)c1	100.6
104	COC(=O)[C@]1(Cc2ccccc2)[C@H](C)C(=O)N1[C@@H](C(=O)NC(C)(C)C)c1ccc(OC)cc1	98.8
105	COC(=O)c1ccc(-c2c(-c3ccccc3)c(-c3ccccc3)c3c(N)c(C(=O)OC)oc3c2F)cc1	108.9
106	NS(=O)(=O)c1ccc(CCNC(=O)CSc2ccc(-c3ccc(F)cc3)nn2)cc1	68.1
107	Cc1cc(-c2cc(C)c(N)cc2S(=O)(=O)O)c(S(=O)(=O)O)cc1N	100.6&76.8
108	Nc1c(C(=O)Nc2cccc(Cl)c2)sc2ncc(Cl)cc12	88.7
109	c1ccc(Nc2cccs2)nc1	120.4
110	O=C(/C=C/c1ccncc1)c1cc(Cl)ccc1O	82.2
111	CC12CCC3C4(C)COC(c5cccc(Cl)c5)OC4CCC3(C)C1CC(C1=CCOC1=O)O2 (stereo unspecified)	47.2
112	O=C1OC(N2CCCCC2)c2nc3ccccc3c(/C=C/c3ccc(Br)cc3)c21 (stereo unspecified)	74.1
113	COc1cc(C=Nc2oc(-c3ccccc3)c(-c3ccccc3)c2C#N)cc(CN2CCCC2)c1O	102.4
114	C1CC[C@@H]2NCCC[C@H]2C1	132.2
115	N#Cc1ccc(-c2ccc(OCCCCN3CCCCC3)cc2)cc1	88.2
116	CCCCCC(=O)OC1CCCC1	110.9
117	CN1C2CCC1[C@@H](COC(=O)c1ccccc1)[C@@H](O)C2 (stereo partly specified)	81.7
118	CS(=O)(=O)Nc1cc(-c2ccc3ncnc(Nc4ccc(OCc5ccccn5)c(Cl)c4)c3c2)cnc1Cl	4.8*
119	CCc1ccc(C2CC(c3ccc4c(c3)OCO4)=NN2c2ccc(S(N)(=O)=O)cc2)cc1 (stereo unspecified)	29.6
120	CCOC(=O)Nc1ccc2c(c1)/C(=N\NC(N)=S)c1ccccc1-2	78.8&55.4
121	CN(C)CCOc1ccccc1Cc1ccc(Br)cc1	91.1
122	Cc1[nH]nc2c1C(c1cc3ccc(Cl)cc3nc1Cl)C(C#N)=C(N)O2 (stereo unspecified)	82.4
123	CS(=O)(=O)c1ccc(-c2cc3c(Nc4ccc(F)c(Cl)c4)ncnn3c2)cc1	107.2
124	COC(=O)c1nnn(-c2ccc(Cl)cc2Cl)c1C(=O)c1ccc(Cl)c(Cl)c1	87.2
125	O=c1cc(-c2nn[nH]n2)[nH]c(=O)[nH]1	100.3

Source: PubChem (NCI)

Some of the compounds tested; the hit share may differ from the screen's.
